# mIAP activ: increases mouse intestinal alkaline phosphatase activity | muIAP, CDP-Star luminescence, 30 min; active compounds read high; 1 = vehicle-only enzyme signal, 0 = enzyme-free wells | activation factor at 10 µM | actives 0.24% (n = 330,000) | AID 2805;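 active = activation factor of at least 2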; note: the source names both 10 and 20 µM as test concentration; values of inactives mirror those of a sister screen read the other way
#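 Assay system: mouse IAP enzyme / Compound: DMSO-dissolved test compounds / Timing: 30 min, room temperature / Measured by: luminescence from enzymatic CDP-Star hydrolysis / Control set: DMSO-only wells, enzyme-free buffer wells as negative control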
# MPTP inh: permeability transition pore inhibition; isolated mouse mitochondria, Ca2+ swelling absorbance, 30 min; inhibition, % at 10 µM; actives 1.4% (n = 360,000);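 active = inhibition of 50% or more, scaled per plate between neutral and stimulator controls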;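 note: 0% = DMSO wells given calcium and 100% = 1 mM EGTA wells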
# hIAP inh: blocks human intestinal alkaline phosphatase. inhibition, % at 10 µM. P09923. AID 2544. actives 0.12% (n = 330,000). purified IAP, CDP-Star luminescence, 30 min;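 active = inhibition reaching a set limit with compound at 10 µM in the primary screen, cut at about 35% in these data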;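 note: plate controls were DMSO wells with enzyme for no effect and no-enzyme buffer wells for full effect; values of inactives mirror those of a sister screen read the other way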
# Target sequence (P09923 whole entry, looked up): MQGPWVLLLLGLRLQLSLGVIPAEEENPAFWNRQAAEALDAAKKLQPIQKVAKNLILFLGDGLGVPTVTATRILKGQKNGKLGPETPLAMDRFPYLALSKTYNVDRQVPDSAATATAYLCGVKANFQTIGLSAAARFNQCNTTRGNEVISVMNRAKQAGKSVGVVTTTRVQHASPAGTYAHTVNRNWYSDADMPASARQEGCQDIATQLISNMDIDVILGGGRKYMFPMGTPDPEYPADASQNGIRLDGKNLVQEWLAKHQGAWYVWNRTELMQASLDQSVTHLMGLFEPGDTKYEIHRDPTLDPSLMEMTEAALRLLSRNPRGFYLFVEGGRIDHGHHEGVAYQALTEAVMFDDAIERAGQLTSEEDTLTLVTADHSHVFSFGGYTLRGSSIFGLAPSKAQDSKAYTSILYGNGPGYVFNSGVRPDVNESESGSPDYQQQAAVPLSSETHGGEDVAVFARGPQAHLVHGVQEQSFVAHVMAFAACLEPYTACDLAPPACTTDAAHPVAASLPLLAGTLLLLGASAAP
# APOBEC3A inh: human APOBEC3A DNA deaminase inhibition. inhibition, % at 20 µM. P31941. actives 0.41% (n = 330,000). recombinant A3A, FAM/TAMRA ssDNA deamination fluorescence;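 active = at least 40% inhibition at 20 µM here, with at most 30% in a related deaminase screen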;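 note: plate controls were A3A with DMSO for no effect and wells lacking A3A enzyme for full effect; some results filed as inactive read as strong as hits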
# Target sequence (P31941 whole entry, looked up): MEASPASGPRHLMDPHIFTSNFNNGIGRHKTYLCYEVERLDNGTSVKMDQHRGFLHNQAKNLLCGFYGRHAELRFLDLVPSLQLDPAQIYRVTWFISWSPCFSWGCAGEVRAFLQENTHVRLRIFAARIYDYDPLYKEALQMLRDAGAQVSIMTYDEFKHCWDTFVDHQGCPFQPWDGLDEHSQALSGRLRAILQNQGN
# mIAP block: blocks mouse intestinal alkaline phosphatase | purified mouse IAP, CDP-Star luminescence, 30 min | inhibition, % at 10 µM | actives 0.2% (n = 330,000);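 active = inhibition of at least 40% at 10 µM in the primary screen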;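 note: plate controls were DMSO with enzyme for no effect and no enzyme wells for full effect; values of inactives mirror those of a sister screen read the other way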
# ATG4B inh: blocks human ATG4B protease cleavage of LC3 substrate | Q9Y4P1 | ATG4B cleavage of LC3-PLA2, NBD-HPC fluorescence, 1 h | inhibition, % at 8.33 µM | actives 0.51% (n = 340,000) | AID 504462; in the data active = inhibition above about 40%
# MIN6 prolif: MIN6 beta-cell proliferation induction. AID 2380. MIN6 cells proliferation, ATPlite luminescence, 48 h; cells starved in 0.2% serum; 100% = growth in 10% serum. proliferation, % at 10 µM. actives 0.29% (n = 330,000);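 active = compounds whose signal lies at least 3.5 SD above the mean of all wells on their plate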;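 note: 0% = DMSO-treated cells in low-serum medium and 100% = 10% serum control; some compounds called inactive have numbers as strong as hits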
# hIAP act: human IAP activation; actives 0.16% (n = 330,000); P09923; purified human IAP, CDP-Star luminescence, 30 min; active compounds read high; 1 = vehicle-only enzyme, 0 = enzyme-free background; activation factor at 10 µM;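 active = activation factor of the enzyme at least 2-fold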; note: the source names both 10 and 20 µM as test concentration; values of inactives mirror those of a sister screen read the other way
# APOBEC3G inh: inhibitors of human APOBEC3G DNA deaminase | actives 0.28% (n = 330,000) | recombinant A3G, ssDNA deamination FAM/TAMRA fluorescence | AID 493012 | inhibition, % at 20 µM;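 active = inhibition of at least 40% at 20 µM, with no more than 30% in the related APOBEC3A deaminase screen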;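 note: plate controls were DMSO wells with A3G for no effect and wells lacking A3G enzyme for full effect; some compounds called inactive have numbers as strong as hits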
# Target sequence (Q9HC16 whole entry, looked up): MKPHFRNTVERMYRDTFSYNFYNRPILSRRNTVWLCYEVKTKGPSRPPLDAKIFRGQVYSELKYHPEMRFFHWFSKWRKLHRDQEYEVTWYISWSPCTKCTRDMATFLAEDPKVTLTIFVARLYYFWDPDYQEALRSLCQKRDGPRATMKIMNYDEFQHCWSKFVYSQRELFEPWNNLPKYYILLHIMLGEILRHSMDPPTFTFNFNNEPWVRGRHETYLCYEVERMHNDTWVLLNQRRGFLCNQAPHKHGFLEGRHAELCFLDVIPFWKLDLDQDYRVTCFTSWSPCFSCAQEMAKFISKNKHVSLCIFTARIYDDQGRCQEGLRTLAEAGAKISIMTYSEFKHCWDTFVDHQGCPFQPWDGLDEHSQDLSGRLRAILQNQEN
# * = called active by the depositor; / = no result given.
# The first two compounds as a preview:
SMILES,mIAP activ,MPTP inh,hIAP inh,APOBEC3A inh,mIAP block,ATG4B inh,MIN6 prolif,hIAP act,APOBEC3G inh
CCCCCCCC(=O)OCC(=O)[C@@]1(O)CC[C@H]2[C@@H]3CCC4=CC(=O)CC[C@]4(C)[C@H]3[C@@H](O)C[C@@]21C,0.96,1.0,-19,-5,4,-5,-1,1.2,-7
C[C@H]1C(=O)N(C)CCN1C(=O)c1ccccc1OC1CCN(S(C)(=O)=O)CC1,1.2,-0.2,-3,0,-19,2,-1,1,-6

# This part in full, previewed entries included:
SMILES,mIAP activ,MPTP inh,hIAP inh,APOBEC3A inh,mIAP block,ATG4B inh,MIN6 prolif,hIAP act,APOBEC3G inh
CCCCCCCC(=O)OCC(=O)[C@@]1(O)CC[C@H]2[C@@H]3CCC4=CC(=O)CC[C@]4(C)[C@H]3[C@@H](O)C[C@@]21C,0.96,1.0,-19,-5,4,-5,-1,1.2,-7
C[C@H]1C(=O)N(C)CCN1C(=O)c1ccccc1OC1CCN(S(C)(=O)=O)CC1,1.2,-0.2,-3,0,-19,2,-1,1,-6
Cc1cc(C(=O)OCC(=O)N2C(C)CCCC2C)c(C)o1 (stereo not given),0.93,-0.2,-6,-2,7,1,1,1.1,-4
CCOc1ccccc1CNC(=O)CCCc1cn(C)c2ccccc12,1.2,-0.6,-12,-4,-18,1,1,1.1,-11
COc1ccccc1CNC(=O)/C(C#N)=C/c1ccc(OC)c(OC)c1OC,1.1,2.7,5,0,-6,-11,-2,0.95,-2
Cc1ccccc1N1C(=O)C2C3C=CC(C2C1=O)N(C)C3=O (stereo not given),0.95,-0.4,-5,0,5,-6,3,1.1,-3
Cc1ccc(Cn2cnc3sc4c(c3c2=O)CCC4)c(C)c1,1,-3.4,-21,-8,-2,-1,-2,1.2,-1
Cc1cccc(C(=O)NC(=S)N(C)C2CCCCC2)c1,0.99,0.9,-16,5,1,8,1,1.2,8
CC1C(=O)N(Cc2ccc([N+](=O)[O-])cc2)c2ccccc2N1C(=O)c1c(F)cccc1F (stereo not given),1,0.9,6,-3,-2,2,2,0.94,-6
COc1ccc(N2CCN(C(=O)NCc3ccc(OC)c(OC)c3)CC2)cc1,1,-0.3,-6,-3,-2,-1,1,1.1,-6
COc1cc(C(C(=O)NC(C)(C)C)N(Cc2ccc3c(c2)OCO3)C(=O)c2cnccn2)cc(OC)c1OC (stereo not given),1,-0.8,-9,1,-2,15,2,1.1,-3
COc1ccc(-c2cc(-c3cc(OC)ccc3O)[nH]n2)cc1,1,8.8,-31,-3,-3,6,-1,1.3,-3
O=C(c1ccco1)c1cn[nH]c1-c1ccc(Cl)cc1O,0.97,0.2,-64,2,3,-7,3,1.6,-3
CCOC(=O)N1CCN(Cc2cn[nH]c2-c2cc3ccccc3o2)CC1,0.91,-1.3,-20,-4,9,-6,-2,1.2,-7
CCOC(=O)c1ccc(N2C(=O)c3n[nH]c(C)c3C2c2ccc(OC)cc2)cc1 (stereo not given),0.91,1.3,-39,-1,9,-13,0,1.4,-2
Cc1nnc2sc(SCc3ccccc3Cl)nn2c1=O,0.87,-2.4,-1,3,13,6,-1,1,4
Fc1ccc(C(Nc2ccccn2)c2c[nH]c3ccccc23)cc1 (stereo not given),0.94,-3.6,-3,2,6,-6,-3,1,-13
CCN(C(=O)CSc1nc2ccc(O)cc2c(=O)n1-c1ccc(OC)c(OC)c1)C1CCS(=O)(=O)C1 (stereo not given),0.96,-2.0,11,-4,4,-6,-2,0.89,-11
CCCCOc1ccc(/C(O)=C2/C(=O)C(=O)N(CCCOC)C2c2ccncc2)cc1 (stereo not given),0.97,0.9,3,-4,3,0,-2,0.97,-8
CCSc1nc(O)cc(=O)n1CC,1.1,-3.0,-3,-6,-12,3,-1,1,-5
O=C(O)Cc1sc(-c2ccc(C(=O)O)cc2)nc1-c1ccccc1,1,-1.1,0,-5,0,1,-3,1,-7
CN(Cc1nc2ccccc2c(=O)[nH]1)C(=O)COc1ccccc1Cc1ccccc1,0.97,-0.6,6,-1,2,-11,-3,0.94,-2
Cc1cccc(C(=O)NCCC(=O)NCc2ccccc2Cl)c1,0.94,-1.1,-5,-2,6,-2,-2,1,0
CCOc1ccc(S(=O)(=O)N2CCOCC2)cc1NC(=O)CN1C(=O)NC2(CCCC2)C1=O,1,-0.2,-15,-1,0,-3,4,1.1,-4
Cc1cc2c(cc1C)C(c1ccccc1F)CC(=O)N2 (stereo not given),0.97,-0.1,-30,1,3,7,-1,1.3,0
O=C(c1cc(COc2ccc3ncccc3c2)on1)N1CCC[C@H]1CO,1,20,-2,4,-2,7,-4,1,-2
COc1nc(SCC(=O)Nc2ccccc2Cl)nc(N(C)C)n1,0.98,0.8,-7,2,2,9,-2,1.1,-2
N[C@@H](Cc1ccccc1)c1nnc(SC/C=C/c2ccccc2)o1,0.96,0.6,6,-3,4,1,1,0.94,-7
CN1C(=O)c2ccccc2N(C)C1c1cccs1 (stereo not given),1.1,-0.7,13,-2,-11,-8,2,0.87,-8
CCc1ccc(NC(=O)c2ccc(-n3cncn3)c([N+](=O)[O-])c2)cc1,0.94,-2.1,-4,41*,6,-4,0,1,15
Cc1nn(-c2ccccc2Cl)c(Cl)c1/C=N/Nc1nc2ccccc2s1,0.91,9.5,-1,1,9,4,-2,1,-5
O=C(COc1ccccc1)NCC(c1ccco1)N1CCN(c2ccccc2F)CC1 (stereo not given),0.95,-1.8,-4,-1,5,9,3,1,-8
O=C(NCc1ccccc1)C(c1cccnc1)N(C(=O)c1ccccn1)c1ccccc1F (stereo not given),0.93,-0.3,-11,-2,7,-14,0,1.1,-5
Cn1c(SCc2ccccc2F)nc2ccccc2c1=O,0.92,23,6,-4,8,5,-2,0.94,-14
O=C(Nc1ccc(S(=O)(=O)N2CCOCC2)cc1)c1ccc(S(=O)(=O)N2CCOCC2)cc1,0.89,0.1,-1,-4,12,-3,0,1,-9
CCc1c(C(=O)N2CCOCC2)csc1C,1,-0.6,7,-1,-1,1,-1,0.93,-1
COc1ccc(Nc2nc3ccccc3n2C)cc1,1,0.4,-4,-8,0,-2,-3,1,-4
COc1ccccc1-c1cc2nc(C)c(CCC(=O)NC(C)CCc3ccco3)c(C)n2n1 (stereo not given),1.1,-0.4,6,-1,-12,-6,1,0.94,-9
C/C(CC(=O)Nc1ccc(N(C)C)cc1)=N\NC(=O)c1ccncc1,0.89,-1.0,-19,-7,11,-6,2,1.2,-3
O=C(O)C1Cc2ccccc2CN1S(=O)(=O)/C=C/c1ccccc1 (stereo not given),1,0.1,-16,-3,-2,2,0,1.2,-8

# Taken from above:
# For ATG4B inh, COc1ccccc1-c1cc2nc(C)c(CCC(=O)NC(C)CCc3ccco3)c(C)n2n1 (stereo not given) has -6
# For MPTP inh, C/C(CC(=O)Nc1ccc(N(C)C)cc1)=N\NC(=O)c1ccncc1 has -1.0
# For mIAP activ, CCc1c(C(=O)N2CCOCC2)csc1C has 1

# (more compounds)
SMILES,mIAP activ,MPTP inh,hIAP inh,APOBEC3A inh,mIAP block,ATG4B inh,MIN6 prolif,hIAP act,APOBEC3G inh
CCCOc1ccc(-c2nc(C#N)c(N3CCC(C(N)=O)CC3)o2)cc1,0.98,-0.2,3,5,2,7,2,0.97,-4
CN(CC(=O)Nc1cccc(F)c1)CC(=O)Nc1cccc(S(N)(=O)=O)c1,1.1,1.1,-15,-7,-13,-7,0,1.2,-7
CC(C)(C)NC(=O)C(c1ccco1)N(Cc1ccc(F)cc1)C(=O)c1snc(C(N)=O)c1N (stereo not given),0.92,-0.8,14,1,8,1,1,0.86,-2
C=CCOc1c(Br)cc(/C=N/Nc2ccc(C(=O)O)cc2)cc1OCC,0.87,-0.1,15,-2,13,15,0,0.85,-9
Cc1cc(/C=C2\Cc3ccccc3C2=O)c(C)n1-c1ccccc1,0.89,1.9,8,-2,11,62*,-5,0.93,-6
Cc1ccc(OCC(=O)Nc2c[nH]c(=O)[nH]c2=O)cc1C,0.94,0.2,21,-6,6,10,-1,0.79,-7
COc1cc(Cl)c(C)cc1NC(=O)c1ccccc1NC(=O)CN1CCOCC1,0.96,0.8,2,1,4,-5,-4,0.97,-1
CCC(=O)Nc1ccc(C(=O)c2ccccc2)cc1,1.1,-1.3,-3,5,-6,-8,-1,1,-1
Nc1ccc2c(c1)COC2=O,0.95,-1.9,14,0,4,-8,1,0.86,-6
Cc1cccc(C)c1NC(=O)NN(C(=O)c1ccccc1)C(C)(C)C,0.96,-4.7,5,3,4,-8,-3,0.95,-5
Clc1ccc(C2=CC(c3ccco3)n3ncnc3N2)cc1 (stereo not given),0.86,-0.1,2,-12,14,-7,3,0.97,-19
CC1=CC(=C2C(=O)c3ccccc3C2=O)C=C(C)N1Cc1ccco1,1,-2.6,20,-5,-1,-23,0,0.8,-3
C=CCNC(=O)/C(C#N)=C/c1cn(-c2ccccc2)nc1-c1cccs1,0.84,0.8,-14,1,16,-3,-2,1.1,0
CN(C)S(=O)(=O)c1ccc(Cl)c(C(=O)NNC(=O)c2ccc3c(c2)OCO3)c1,0.93,-2.7,13,-5,7,-1,-2,0.87,-4
CSCCC(NC(=O)c1ccccc1Br)C(=O)NNC(=O)c1csc(N2CCOCC2)n1 (stereo not given),0.94,-0.3,-110,-2,6,-7,-1,2.1*,-9
COc1cccc(OC)c1NC(=O)Cc1nn(C)c(=O)c2ccccc12,1,0.6,13,0,-5,-11,-4,0.87,-9
Cc1c(CNCc2cccs2)c(C(=O)O)c(C)n1Cc1ccccc1,1,1.6,-6,0,-3,-5,-1,1.1,0
COc1cccc(CNC(=O)c2ccc(NC3=NC4CS(=O)(=O)CC4S3)cc2)c1 (stereo not given),0.99,-0.5,18,-6,1,-7,-1,0.82,-7
Nc1ccccc1NC(=O)CCn1c(=S)[nH]c2ccccc2c1=O,0.87,0.0,16,-7,13,4,0,0.84,-7
O=C(CN(Cc1ccccc1Cl)C(=O)c1csnn1)NCCc1ccccc1,1,2.6,3,-3,-3,0,6.0*,0.97,-6
NC(=O)c1ccc[n+](CC(=O)OCCC23CC4CC(CC(C4)C2)C3)c1,0.89,1.7,-6,-3,11,7,2,1.1,-6
COc1ccccc1-c1nc(SCC(=O)NCC2CCCO2)c2c(=O)n(C)c(=O)n(C)c2n1 (stereo not given),0.85,/,3,4,15,/,0,0.97,-8
COCCOC(=O)C1=C(C)NC(=O)NC1c1ccc(-c2cc(Cl)ccc2Cl)o1 (stereo not given),0.87,0.2,-2,-1,13,32,-4,1,-1
COc1ccccc1-c1nn2c(-c3ccco3)nnc2s1,0.88,-1.2,-2,8,12,-4,-3,1,11
CCC1(CC)C(=O)NN(c2ccccc2)C1=O,1,-4.9,11,-1,-1,-6,-2,0.89,-3
CC(=O)Nc1nnc(CSCc2ccccc2F)s1,1.2,2.4,-20,-2,-15,5,3,1.2,-3
CCN(CC)C(=S)SC1=CCS(=O)(=O)C1,0.99,-0.6,-2,-6,1,-9,-3,1,-7
CCOC(=O)C1CCN(C(=O)COc2ccc([N+](=O)[O-])cc2)CC1,1,-0.4,-28,-2,-2,1,1,1.3,-7
COc1ccccc1N1CC(C(=O)OCC(=O)Nc2cc(C)on2)CC1=O (stereo not given),0.98,0.2,0,19,2,-3,1,1,-6
c1ccc2[nH]c(CSc3nc4ccccc4o3)nc2c1,0.96,5.2,-3,-3,4,-2,-4,1,-3
Cc1noc(C)c1S(=O)(=O)N(C)C[C@H]1Oc2c(NC(=O)Nc3ccccc3)cccc2C(=O)N([C@H](C)CO)C[C@@H]1C,1.1,-1.4,-2,1,-13,-20,-1,1,-2
NC(=O)c1nsc(C(=O)N(c2cccc(F)c2)C(C(=O)NCC2CCCO2)c2ccc3ncccc3c2)c1N (stereo not given),0.95,-0.6,25,-7,5,9,7,0.75,-14

# Screening data: PubChem BioAssay, Sanford-Burnham Center for Chemical Genomics
